# Calb biofilm kill – kills Candida albicans biofilms | C. albicans biofilm + clotrimazole, Alamar Blue | inhibition, % at 6 µM | 85,000 tested, 0.14% active | AID 834;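 active means inhibition above 20%; inactive means inhibition below 20%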;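 further: preformed 24 hr biofilms exposed to compound for 48 hr; 0% = biofilm without compound and 100% = blank killed by clotrimazole plus chlorhexidine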
# HUVEC prolif 384 – inhibitors of human endothelial cell proliferation | 86,000 tested, 1.1% active | HUVEC proliferation, CellTiter-Glo luminescence, 72 h; hits give low values | AID 648 | viability, % at 10 µM (by protocol);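 active means viability at or below 30%; inactive means viability above 30%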;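 further: 100% = median luminescence of DMSO-only cell control wells on each plate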
# ERb SRC1 inh – blocks coactivator binding to human estrogen receptor beta | TR-FRET ER-beta LBD / SRC1-Cy5 peptide binding; receptor agonist-loaded with 1 µM estradiol | inhibition, % at 25.6 µM | 86,000 tested, 1.3% active | AID 633;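 active means compounds whose percent inhibition of the receptor-coactivator binding signal exceeds about 50% in the single-dose screen, limit read from the data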;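 further: 0% = receptor plus peptide wells without compound and 100% = peptide-only wells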
# Target sequence (Q92731 whole entry, looked up, the tested form may be a part): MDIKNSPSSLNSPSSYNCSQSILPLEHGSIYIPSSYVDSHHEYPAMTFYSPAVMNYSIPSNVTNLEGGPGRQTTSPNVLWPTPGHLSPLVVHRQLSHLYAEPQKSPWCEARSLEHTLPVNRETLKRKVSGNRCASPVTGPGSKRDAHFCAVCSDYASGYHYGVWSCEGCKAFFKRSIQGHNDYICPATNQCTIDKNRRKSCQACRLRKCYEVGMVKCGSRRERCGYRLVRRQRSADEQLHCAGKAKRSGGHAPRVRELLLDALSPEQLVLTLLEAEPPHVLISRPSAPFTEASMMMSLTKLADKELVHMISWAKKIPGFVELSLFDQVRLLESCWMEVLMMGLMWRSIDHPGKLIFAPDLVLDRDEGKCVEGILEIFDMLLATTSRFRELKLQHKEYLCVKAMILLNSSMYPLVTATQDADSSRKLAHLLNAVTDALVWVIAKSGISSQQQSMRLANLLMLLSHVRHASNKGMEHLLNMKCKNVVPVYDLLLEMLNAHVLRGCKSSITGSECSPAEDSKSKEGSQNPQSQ
# H69AR growth 86K – growth inhibitors of human H69AR lung tumor cells; viability, % at 10 µM; 85,000 tested, 6% active; AID 598; H69AR lung tumor viability, ATP luminescence, 72 h; hits give low values;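 active means viability at or below 40%; inactive means viability above 40%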;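 further: multidrug resistant small cell line overexpressing MRP-1 efflux transporter; 100% = mean luminescence of untreated control wells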
# ERa SRC1 inh – ER-alpha (human) coactivator binding inhibition; P03372; TR-FRET ER-alpha LBD / SRC-1 peptide, estradiol-bound; inhibition, % at 25.6 µM; 86,000 tested, 1.7% active; in the data active means inhibition above about 50%;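 further: 0% = receptor plus peptide control and 100% = peptide only without receptor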
# Smad3 FoxH1 inh – inhibitors of human Smad3 transcription factor binding. AID 630. inhibition, % at 25 µM. 88,000 tested, 0.29% active. P84022. TR-FRET Smad3/Dy647-FoxH1 peptide binding, europium anti-His;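 active means compounds that reduce the energy-transfer binding signal between the protein and its labelled peptide by more than half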;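 further: 0% = Smad3 plus labelled peptide maximal FRET and 100% = peptide-only background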
# ERa coact pot – enhances coactivator binding to human estrogen receptor alpha; P03372; coactivator binding (% of control), % at 25.6 µM; 86,000 tested, 1.3% active; TR-FRET ERalpha-LBD/SRC-Cy5 coactivator binding, 2 h; 100 = basal binding, no effect; AID 639; in the data active means activity above about 200%;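 further: binding measured in presence of low estradiol as agonist stimulus; 0% = peptide alone without receptor and 100% = receptor with peptide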
# sEH activator – increases human soluble epoxide hydrolase activity | P34913 | purified human sEH enzymatic activity, activator screen | activation, % at 2 µM | 91,000 tested, 0.04% active | AID 717; in the data active means activation above about 37%; further: values of inactives mirror those of a sister screen read the other way
# Target sequence (P34913 whole entry, looked up): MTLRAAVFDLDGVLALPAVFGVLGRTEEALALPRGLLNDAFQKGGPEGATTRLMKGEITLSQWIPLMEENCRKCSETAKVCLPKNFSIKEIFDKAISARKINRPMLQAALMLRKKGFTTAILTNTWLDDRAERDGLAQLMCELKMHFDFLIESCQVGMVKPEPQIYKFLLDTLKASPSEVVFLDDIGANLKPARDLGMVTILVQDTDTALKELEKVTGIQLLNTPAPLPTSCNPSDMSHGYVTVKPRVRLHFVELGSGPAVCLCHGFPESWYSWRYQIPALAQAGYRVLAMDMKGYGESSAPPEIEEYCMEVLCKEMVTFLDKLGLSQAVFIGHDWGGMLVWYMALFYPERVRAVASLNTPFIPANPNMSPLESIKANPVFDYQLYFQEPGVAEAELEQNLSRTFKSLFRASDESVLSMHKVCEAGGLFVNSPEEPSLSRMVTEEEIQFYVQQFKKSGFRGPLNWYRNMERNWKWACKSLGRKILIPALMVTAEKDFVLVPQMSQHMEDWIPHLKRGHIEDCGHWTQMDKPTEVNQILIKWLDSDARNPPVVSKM
# Lung fibro prol – blocks proliferation of human lung fibroblasts | LL 47 human lung fibroblast viability, ATP luminescence; hits give low values | viability, % at 10 µM | 85,000 tested, 1.1% active;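 active means viability at or below 50% in the single dose screen; inactive means viability above 50%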;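 further: compound exposure lasted 72 h before the ATP readout; 100% = median luminescence of untreated cell-only wells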
#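 Signal: luminescent ATP detection, CellTiter-Glo; assay system: LL 47 human lung fibroblasts; input: 1,150 cells/well; incubation: overnight cell rest, 72 h compound treatment at 37 °C; measure: % viability versus median cells-only luminescence; medium: IMEM growth medium with 15% fetal bovine serum; dosing: compound addition at 0.1% DMSO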
# * marks the source's active call; other numbers are inactive results; · = no result given; [ ] = remark or other dose.
# Order of results: Calb biofilm kill	HUVEC prolif 384	ERb SRC1 inh	H69AR growth 86K	ERa SRC1 inh	Smad3 FoxH1 inh	ERa coact pot	sEH activator	Lung fibro prol
COc1ccc(CNc2oc(Cc3cccc4ccccc34)nc2C#N)cc1
    10	69	-6	61	1	-1	110[fluorescence artefact?]	-9	83
COc1ccc(CCNC(=O)CN2CCN(S(=O)(=O)c3ccc(Cl)cc3)CC2)cc1OC
    4	84	15	89	2	-3	97	-3	93
COCc1cc(=O)[nH]c(Nc2nc(C)c3cc(OC)ccc3n2)n1
    6	86	-7	89	-1	0	88	14	98
Cc1nc(C)c(C(=O)C2=C(O)C(=O)N(CCN3CCOCC3)C2c2cccnc2)s1 (stereo not drawn)
    -2	110	2[fluorescence artefact?]	104	1[fluorescence artefact?]	0	115	13	117
Cc1cc(C)n(-c2cc(=O)n(C)c(=O)n2C)n1
    3	87	-9[fluorescence artefact?]	99	-15	2	111	-12	97
Brc1ccccc1-c1nnc(COc2cccc3cccnc23)o1
    1	108	30	32*	40	10	58[fluorescence artefact?]	11	100
COc1ccc(OC)c(-c2oc3ccccc3c(=O)c2O)c1
    7	102	0	58	-9	1	120	-9	97
O=C(N1CCCCC1)N1CCN(c2ccc(Cl)cc2)CC1
    -1	111	1	92	4	-8	121	15	97
COc1ccc2c(c1)Cc1sc(NC(C)=O)nc1-2
    8	78	-9	82	-21	5	98	7	100
CCC(C)(C)n1nnnc1C(c1ccc2ncccc2c1)N1CCN2CCCC2C1 (stereo not drawn)
    8	87	2	94	-11	2	127	6	98
Cc1ccccc1CNC(=O)Nc1cccs1
    7	91	-4	79	-7	2	98	-49	97
COc1ccc(N(C(=O)c2ccco2)S(=O)(=O)c2ccc(F)cc2)cc1
    9	91	-3	93	2	4	100	2	98
CN(C(=S)NC1=CCS(=O)(=O)C1)C1CCCCC1
    6	85	-10	83	-4	-5	103	-24	97
CCOc1ccc(Cl)cc1S(=O)(=O)N1CCCC1
    4	102	-3	96	-11[fluorescence artefact?]	-5	108	-2	99
O=C(NC1CCN(Cc2ccccc2)CC1)c1cc(-c2ccccn2)nc2ccccc12
    10	89	-6	64	-4	-4	94	0	94
O=C(Nc1ccccn1)c1ccc(NC(=O)c2ccco2)cc1
    3	103	-2	87	3	14	117	·	100
O=C(Nc1ccc(-c2nc3cccnc3s2)cc1)c1ccco1
    5	68	41	72	56*[fluorescence artefact?]	-6	156[fluorescence artefact?]	·	103
CCSc1nnc(NC(=O)C2Cc3ccccc3CN2C(=O)c2ccco2)s1 (stereo not drawn)
    6	95	43	83	53*	9	128[fluorescence artefact?]	·	98
Cc1ccn2cc(CNC(=O)c3ccc(Br)o3)nc2c1
    10	104	-4[fluorescence artefact?]	93	4	0	91	-9	101
NC1(N)OC(CN2C(=O)c3ccccc3C2=O)CS1 (stereo not drawn)
    6	96	-2	101	-6	-6[fluorescence artefact?]	109	·	98
O=C1CSc2nc3ccccc3n21
    9	82	39	98	1	4	101	7	92
CC(SC1CCCC1)C(=O)Nc1ccnn1C(C)C (stereo not drawn)
    5	98	-1	90	3	8[fluorescence artefact?]	101	9	97
Cc1ccc(C)c(-n2nnnc2SCC(=O)c2ccc3c(c2)NC(=O)CO3)c1
    -4	80	2	84	20[fluorescence artefact?]	-5	232*[fluorescence artefact?]	9	97
CC1(C)Cc2c(C#N)c(N)sc(=S)c2CO1
    8	92	0	98	4	-2	116	·	97
CCN(Cc1ccccc1)C(c1cc2ccc(C)cc2[nH]c1=O)c1nnnn1CCOC (stereo not drawn)
    1	90	8[fluorescence artefact?]	88	3	6	87	-2	89
Cc1ccc(OCc2nc(C#N)c(N3CCN(Cc4ccccc4)CC3)o2)cc1
    3	104	-6	·	-11	-1	99	·	97
O=C(CN1CCN(Cc2cccc(Cl)c2)C1=O)NCC1CCCO1 (stereo not drawn)
    0	86	0	107	1	6	107	-1	103
COC(=O)c1cc(NCc2ccc3c(c2)OCO3)ccc1N1CCOCC1
    -1	95	0	86	0	6	89	·	103
Cc1cc(C)cc(N(CC(=O)NC2CC3CCC2C3)S(C)(=O)=O)c1 (stereo not drawn)
    3	109	-1	94	-8	0	136	-6	100
COCc1nnc(NC(=O)c2cc(Cl)ccc2OC)s1
    5	105	4	81	-1	7	110	0	89
CC(C)c1nnc(NC(=O)CCC(=O)NC2CCCCCCC2)s1
    -2	93	5	90	-6	-4	100	0	101
CC(C)N(C(=O)COC(=O)c1ccc(O)cc1)C(C)C
    3	97	0	92	-3	5	124	-7	103
COc1ccc(OC)c(S(=O)(=O)Nc2cc(Cl)cc(Cl)c2)c1
    -2	90	-9	89	1	4	114	-6	98
C=C(C)CN(CC)c1nc(N)c(C#N)c(CC#N)c1C#N
    6	95	3	91	2	-10	103	-11	101
COc1ccc(CN(C(=O)c2ccco2)C2CC(C)N(C)CC2C)cc1 (stereo not drawn)
    10	93	-11	84	-3	1	114	·	97
O=C(CCSc1nnc(-c2ccco2)o1)Nc1ccccc1
    4	89	-9	·	-7	-2	116	-5	94
CCC(Sc1nc(N)cc(=O)[nH]1)C(=O)NC(C(=O)OC)c1ccccc1 (stereo not drawn)
    -1	92	-5	96	0	-12	93	2	100
Cc1ccccc1N(C(=O)CCC(=O)Nc1ccccn1)C(C(=O)NC(C)C)c1ccc(O)cc1 (stereo not drawn)
    5	97	-3	104	-10	1	111	13	108
c1ccc(-n2nnnc2SCc2cccc3nsnc23)cc1
    5	99	-2	96	-5	5	106[fluorescence artefact?]	-5	104
CCCCC(=O)Nc1ccc(NC(=O)c2cc(OC)c(OC)c(OC)c2)cn1
    1	87	-18	87	-8	-2	91[fluorescence artefact?]	0	107
CCOc1ccc(-n2c(=O)[nH]cc(C(=O)N3CCCc4ccccc43)c2=O)cc1
    6	94	-6	98	-4	-1	109[fluorescence artefact?]	-6	92
COc1ccccc1-n1c(=O)[nH]c2c(C(N)=O)nc(C3CCCCC3)nc21
    4	106	-2[fluorescence artefact?]	48	1[fluorescence artefact?]	-10	96[fluorescence artefact?]	6	98
CN1CCN(c2nc(NCCOC34CC5CC(CC(C5)C3)C4)nc(OCC(F)(F)F)n2)CC1
    8	9.5*	14[fluorescence artefact?]	1.9*	2	8	78	·	56
COc1ccc(Cn2c(C3CC3)nc3ccc(NC(=O)C4CC4)cc3c2=O)cc1
    1	101	15	91	33	-3	109	-12	98
COc1cc(OC)c(C2C(C(=O)O)c3ccccc3C(=O)N2C)cc1OC (stereo not drawn)
    3	99	-26	98	-33	1	100	·	100
CCCCSc1nc2c(=O)[nH][nH]c(=O)c2n1Cc1ccccc1
    3	96	-1	108	-3	3	77	-2	100
CCOC(=O)N1CCN(S(=O)(=O)c2ccc(C)cc2)C1c1ccc(OC)cc1 (stereo not drawn)
    5	99	-7[fluorescence artefact?]	95	3[fluorescence artefact?]	-3	108	-5	106
COc1ccc(N2CCC(CNC(=O)Nc3ccc(C)c(C)c3)C2)cc1 (stereo not drawn)
    -1	116	10[fluorescence artefact?]	90	0[fluorescence artefact?]	-11	98	·	107
CCOCCCNS(=O)(=O)c1ccc(-n2cnnn2)c(OC)c1
    5	103	-1[fluorescence artefact?]	108	16	13	102	4	98
Cc1ccc2[nH]c(-c3cccc(N)c3)cc2c1
    7	92	-5	83	-1[fluorescence artefact?]	9	91[fluorescence artefact?]	12	104
CCn1c(SCC(=O)N2CCC(C(N)=O)(N3CCCCC3)CC2)nnc1-c1ccccc1
    -6	99	0	97	2	-5	117	9	99
C(=N\n1cnnc1)/c1ccc2c(c1)OCO2
    -3	81	0	88	-9	6	122	-7	103
Cc1ccc(CN2CCN(CC(=O)N3CCc4ccccc4C3)C2=O)cc1
    3	109	0	107	-5	6	95	-16	105
Cc1ccc(C(=O)N2CCOCC2)cc1S(=O)(=O)Nc1cccc(C)c1C
    8	95	5	81	-12	-3	103	-4	98
Cc1ccc(-n2cnc3c(sc4nccc(N(C)C)c43)c2=O)cc1
    7	64	-2	80	-4	-10	124	14	104
O=C(CCCN1C(=O)c2ccccc2C1=O)NC1=NCCS1
    -1	98	-1[fluorescence artefact?]	94	-3	-14	102	·	104
CCCCC(=O)Nc1cccc(NC(=O)c2ccc3c(c2)OCO3)c1
    1	90	-22	87	-30	-1	108	-4	95
Clc1ccc(-c2nnc(C34CC5CC(CC(C5)C3)C4)o2)cn1
    10	110	9	99	-2	2	131	-2	96
O=C(O)CSCC(=O)Nc1cccc2ccccc12
    8	95	-1	98	0	-1	130[fluorescence artefact?]	5	94
O=C(CCCn1c(=O)[nH]c2cc(Cl)ccc2c1=O)NCCCN1CCCC1=O
    7	99	-1[fluorescence artefact?]	91	2[fluorescence artefact?]	4	118	-12	107

# Later entries.
# Order of results: Calb biofilm kill	HUVEC prolif 384	ERb SRC1 inh	H69AR growth 86K	ERa SRC1 inh	Smad3 FoxH1 inh	ERa coact pot	sEH activator	Lung fibro prol
Cc1cc(C(F)(F)F)c2c(N)c(C(=O)Nc3cc(C)on3)sc2n1
    3	101	20[fluorescence artefact?]	72	2[fluorescence artefact?]	41[fluorescence artefact?]	214*[fluorescence artefact?]	-13	99
O=S(=O)(c1ccccc1)N(C1=NCCS1)S(=O)(=O)c1ccccc1
    5	100	5[fluorescence artefact?]	100	1	-4	102	-12	98
Cc1oc(C(=O)O)cc1COc1ccc2c(C)cc(=O)oc2c1
    10	105	24	99	8	3	68	-12	105
CCN(CC)S(=O)(=O)c1cccc(-c2nnc(SCc3nnc(-c4cccs4)o3)n2N)c1
    -4	88	22	66	35	1	106	·	100
Cn1c(=S)[nH]c2ccccc21
    6	96	-10	85	-5	0	95	-6	95
Cn1c(SCC(=O)NCc2ccccc2)nnc1-c1ccc(NC(=O)CCc2ccccc2)cc1
    9	89	2	95	0	19	106	-23	103
O=C(c1ccco1)N1CCN(C(c2cccs2)c2nnnn2C2CCCC2)CC1 (stereo not drawn)
    1	113	-4	95	-1	-7	92	0	107
CCOC(=O)C1=C(C)NC(=O)NC1c1cc(Br)c(O)c(OC)c1 (stereo not drawn)
    4	101	-2	79	-7	27	108	-9	98
Cc1ccc(S(=O)(=O)c2nc(-c3ccccc3)oc2NCc2cccnc2)cc1
    7	94	0[fluorescence artefact?]	91	8	3	101	4	94
Cc1nc2c(-c3ccccc3)c(C)[nH]n2c(=O)c1Cl
    8	12*	-7	88	-10	5	110	10	98
CCOC(=O)c1csc(NC(=O)C2CCCCC2)n1
    -1	98	-9	89	4	-9	117[fluorescence artefact?]	3	97
O=C(c1nn2c(C(F)(F)F)cc(-c3ccc(F)cc3)nc2c1Cl)N1CCOCC1
    6	88	0[fluorescence artefact?]	88	1	1[fluorescence artefact?]	115	13	95
O=C(CN1CCC(C(=O)c2ccc(Cl)cc2)CC1)Nc1ccc2c(c1)OCCO2
    9	103	4	98	-5	13[fluorescence artefact?]	91[fluorescence artefact?]	-15	98

# An excerpt from above, reduced to ERa SRC1 inh and H69AR growth 86K.
SMILES,ERa SRC1 inh,H69AR growth 86K
Cn1c(SCC(=O)NCc2ccccc2)nnc1-c1ccc(NC(=O)CCc2ccccc2)cc1,0,95
O=C(c1ccco1)N1CCN(C(c2cccs2)c2nnnn2C2CCCC2)CC1 (stereo not drawn),-1,95
CCOC(=O)C1=C(C)NC(=O)NC1c1cc(Br)c(O)c(OC)c1 (stereo not drawn),-7,79

# Only part of the results is shown, so the mix of outcomes need not match the whole.
